D2 antagonist – HTS Assay for Allosteric Antagonists of the Human D2 Dopamine Receptor: Primary Screen for Antagonists. D(2) dopamine receptor (Homo sapiens), P14416. HEK293 TREx D2 cells, calcium flux, dopamine EC80. inhibition, % at 10 µM. 2% of 340,000 active. AID 485344, 2010; in the data active = inhibition above about 30%; also: 0% is about no effect
Target sequence (P14416 whole entry, looked up): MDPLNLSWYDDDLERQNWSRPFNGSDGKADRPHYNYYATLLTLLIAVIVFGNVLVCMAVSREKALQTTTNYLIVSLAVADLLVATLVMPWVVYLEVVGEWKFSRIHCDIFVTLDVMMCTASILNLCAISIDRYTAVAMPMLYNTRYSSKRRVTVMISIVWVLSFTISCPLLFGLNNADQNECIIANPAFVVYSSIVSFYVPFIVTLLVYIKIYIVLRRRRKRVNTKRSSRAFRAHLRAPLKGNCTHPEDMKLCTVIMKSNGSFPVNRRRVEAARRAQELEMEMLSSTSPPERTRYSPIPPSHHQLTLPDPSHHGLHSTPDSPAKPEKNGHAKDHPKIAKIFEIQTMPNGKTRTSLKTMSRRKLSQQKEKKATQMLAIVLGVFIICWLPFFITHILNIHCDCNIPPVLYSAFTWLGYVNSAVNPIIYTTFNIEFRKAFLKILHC
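Overnight-induced (tetracycline, 30 C) HEK293 T-REx cells carrying force-coupled D2 receive a no-wash calcium dye, then compound, then EC80 dopamine at 180 s; signals are read kinetically throughout.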
Glioma ERSR ind – qHTS for Inducers of the Endoplasmic Reticulum Stress Response (ERSR) in Human Glioma: qHTS; Potency, µM, inactives show at the top dose activation, usual class: activators; AID 602332, 2012; 0.02% of 420,000 active; U87-MG GRP78 promoter luciferase reporter, 16 h; active = well fitted activation curve with a large enough effect; also: potency is read from the fitted curve at half-maximal effect; series mostly up to about 76 µM; % of control where 0% means no effect; nearly all actives have a fitted effect of over 35% in size
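ERSR induction read as luciferase luminescence (Bright-Glo, 10 min at room temperature) in stably transfected human U87-MG glioma cells exposed to compounds for 16 h, using GRP78 as sensor.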
D2 ag – HTS Assay for Allosteric Agonists of the Human D2 Dopamine Receptor: Primary Screen for Agonists. D(2) dopamine receptor (Homo sapiens), P14416. HEK293 T-REx D2 cells, calcium flux agonist mode. activation, % at 2 µM. 0.53% of 340,000 active;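 active = activation over 3 SD above normal in the single-dose calcium agonist read, cut at about 30% in these data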; also: 0% is about no effect
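Tetracycline-induced HEK293 T-REx cells with force-coupled D2 receptor, plated overnight at 30 C, loaded with no-wash calcium dye. After a 10 s baseline, compound was pin-added and calcium flux read kinetically for 180 s; calcium rises flagged agonists.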
The depositor's hits bear a star; / = not tested or not shown; & = joins results of further samples.

SMILES	D2 antagonist	Glioma ERSR ind	D2 ag
O=[N+]([O-])c1ccc(C2Oc3ccccc3C3CC(c4ccccc4)=NN32)s1 (stereo unspecified)	-8	/	/
O=c1c2c3c(sc2nc(N2CCNCC2)n1-c1cccc(Cl)c1)CCCCC3	/	/	-1.0
CCN1C(=O)[C@H]2[C@H]3[C@H](O)[C@H](O)C/C(=N/O[C@@H]4O[C@@H](COC(C)=O)[C@@H](OC(C)=O)[C@@H](OC(C)=O)[C@H]4OC(C)=O)[C@H]3CC[C@@H]2C1=O	/	-2%	/
CCCC[C@H]1C(=O)N(c2ccccc2)N(c2ccc(O)cc2)C1=O	/	-12%	/
O=C(/C=C\c1ccccc1)c1ccccc1O	/	-3%	/
CCOC(=O)OCC1OC(C#Cc2ccc(F)cc2F)C=CC1OC(=O)OCC (stereo unspecified)	/	-4%	/
CCOc1cccc(C(=O)c2ccc(O)c(O)c2O)c1	/	2%	/
CC1(C)O[C@@H]2C[C@H]3[C@@H]4CCC5=CC(=O)C=C[C@]5(C)[C@H]4C(O)C[C@]3(C)[C@]2(C(=O)CO)O1 (stereo partly specified)	/	-5%	/
CN1[C@@H](CC(=O)c2ccccc2)CCC[C@@H]1C[C@@H](O)c1ccccc1	/	-5%	/
Nc1nc(Cl)nc2c1ncn2C1OC(CO)C(O)C1F (stereo unspecified)	/	1%	/
COC(=O)NC(c1cccc(C)c1)[C@@]1(C(=O)OC)CCCC1=O (stereo partly specified)	/	-4%	/
Cc1c(S(=O)(=O)O)oc2c1C(=O)C(=O)c1c-2ccc2c1CCCC2(C)C	/	-4%	/
O=C(O)c1ccc(NC(=O)[C@H](Cc2ccc(O)cc2)NC(=O)c2ccccc2)cc1	/	-8%&-3%	/
CC(C)=CCC/C(C)=C/CO/N=C1/C[C@@H](O)[C@@H](O)[C@@H]2[C@@H]3C(=O)N(Cc4ccc5c(c4)OCO5)C(=O)[C@H]3CC[C@H]12	/	-5%	/
CC[C@@]1([C@@H]2O[C@@H]([C@H]3O[C@@](O)(CO)[C@H](C)C[C@@H]3C)C[C@@H]2C)CC[C@H]([C@]2(C)CC[C@]3(C[C@H](O)[C@@H](C)[C@@H]([C@@H](C)[C@@H](OC)C(C)C(=O)O)O3)O2)O1 (stereo partly specified)	/	-2%	/
C=C(CO)C1Cc2c(ccc3c2OC2COc4cc(OC)c(OC)cc4C2C3=O)O1 (stereo unspecified)	/	-2%	/
CC(C)CO/N=C1/C[C@@H](O)[C@@H](O)[C@@H]2[C@@H]3C(=O)N(Cc4ccccc4)C(=O)[C@H]3CC[C@@H]12	/	-2%	/
[N-]=[N+]=NCC1OC(n2cnc3c(=O)[nH]c(N)nc32)C(O)C1O (stereo unspecified)	/	-6%	/
O=C1NC(=O)C2C3C=CC(C3)C12 (stereo unspecified)	/	-3%	/
Cc1ccc(S(=O)(=O)N[C@H]2COC(=O)C/C=C\[C@H](C)[C@@H](NS(=O)(=O)c3ccc(C)cc3)COC(=O)C/C=C\[C@@H]2C)cc1	/	-3%	/
COC(=O)C/C=C\[C@@H](C)[C@@H](/C=N\OC[C@@H](C)[C@H](OCc1ccccc1)C(C)C)OC	/	-4%	/
COc1ccc2c(c1)O[C@@H]1c3ccc(OC)cc3OCC21 (stereo partly specified)	/	-3%	/
CCOC(=O)CCN1C(=O)[C@H]2[C@H]3[C@H](O)[C@H](O)C/C(=N/OC[C@@H](O)COCc4ccco4)[C@H]3CC[C@@H]2C1=O	/	-3%	/
CC(C)=NOC[C@@H](C)[C@H](OCc1ccccc1)C(C)C	/	-4%	/
CCc1cc2c(nc1CC)CCN(CC/C(C)=N/O[C@@H](C)CN1CCCCc3nc(C)c(C)cc31)C2	/	-6%	/
COc1cc2c(cc1OC)[C@@H](Cc1cc(OC)c(OC)c(OC)c1)[N+](C)(CCCOC(=O)CC/C=C/CCC(=O)OCCC[N+]1(C)CCc3cc(OC)c(OC)cc3[C@H]1Cc1cc(OC)c(OC)c(OC)c1)CC2 (stereo partly specified)	/	-2%	/
CC1CC[C@@]23CCC4(C)[C@@]5(C)CCC6C(C)(C)C(O)CC[C@@]6(C)C5C=C[C@@]4(OC2=O)C3C1C (stereo partly specified)	/	-3%	/
CCC1OC(=O)C(C)[C@@H](O[C@H]2C[C@@](C)(OC)C(O)C(C)O2)C(C)[C@@H](O[C@@H]2OC(C)CC(N(C)C)C2O)[C@](C)(O)CC(C)/C(=N\OCOCCOC)[C@H](C)C(O)[C@]1(C)O (stereo partly specified)	/	-3%	/
COC(=O)NC(c1ccc2ccccc2c1)C(C(C)=O)C(=O)OC (stereo unspecified)	/	-4%	/
CC(=O)OCC(=O)[C@]1(O)C(C)CC2C3CCC4=CC(=O)C=C[C@@]4(C)[C@]3(F)C(O)C[C@@]21C (stereo partly specified)	/	-4%	/
O=C1O[C@H]2[C@@H](OC(O)[C@@H]2O)[C@H]1O (stereo partly specified)	/	-4%	/
CN1CC[C@@]23c4ccccc4N[C@H]1[C@]21CCN(C)[C@@H]3Nc2ccccc21	/	-4%	/
CCOC(=O)N/N=C1/C[C@@H](O)[C@@H](O)[C@@H]2[C@@H]3C(=O)N(C4CCCCC4)C(=O)[C@H]3CC[C@@H]12	/	1%	/
O=C1OC2C(O)C(O)OC2C1O (stereo unspecified)	/	-5%	/
CC(=O)OCC1OC(n2cnc3c(Cl)nc(Cl)nc32)C(OC(C)=O)C1OC(C)=O (stereo unspecified)	/	-5%	/
CO[C@@H]1COC(=O)C/C=C\[C@@H](C)[C@H](OC)COC(=O)[C@H](COCc2ccccc2)NC(=O)C/C=C\[C@H]1C	/	-5%	/

No new results follow: an excerpt of the list.
SMILES	D2 antagonist	Glioma ERSR ind	D2 ag
[N-]=[N+]=NCC1OC(n2cnc3c(=O)[nH]c(N)nc32)C(O)C1O (stereo unspecified)	/	-6%	/
O=C1NC(=O)C2C3C=CC(C3)C12 (stereo unspecified)	/	-3%	/
Cc1ccc(S(=O)(=O)N[C@H]2COC(=O)C/C=C\[C@H](C)[C@@H](NS(=O)(=O)c3ccc(C)cc3)COC(=O)C/C=C\[C@@H]2C)cc1	/	-3%	/
COC(=O)C/C=C\[C@@H](C)[C@@H](/C=N\OC[C@@H](C)[C@H](OCc1ccccc1)C(C)C)OC	/	-4%	/
COc1ccc2c(c1)O[C@@H]1c3ccc(OC)cc3OCC21 (stereo partly specified)	/	-3%	/
CCOC(=O)CCN1C(=O)[C@H]2[C@H]3[C@H](O)[C@H](O)C/C(=N/OC[C@@H](O)COCc4ccco4)[C@H]3CC[C@@H]2C1=O	/	-3%	/
CC(C)=NOC[C@@H](C)[C@H](OCc1ccccc1)C(C)C	/	-4%	/
CCc1cc2c(nc1CC)CCN(CC/C(C)=N/O[C@@H](C)CN1CCCCc3nc(C)c(C)cc31)C2	/	-6%	/
COc1cc2c(cc1OC)[C@@H](Cc1cc(OC)c(OC)c(OC)c1)[N+](C)(CCCOC(=O)CC/C=C/CCC(=O)OCCC[N+]1(C)CCc3cc(OC)c(OC)cc3[C@H]1Cc1cc(OC)c(OC)c(OC)c1)CC2 (stereo partly specified)	/	-2%	/
CC1CC[C@@]23CCC4(C)[C@@]5(C)CCC6C(C)(C)C(O)CC[C@@]6(C)C5C=C[C@@]4(OC2=O)C3C1C (stereo partly specified)	/	-3%	/
CCC1OC(=O)C(C)[C@@H](O[C@H]2C[C@@](C)(OC)C(O)C(C)O2)C(C)[C@@H](O[C@@H]2OC(C)CC(N(C)C)C2O)[C@](C)(O)CC(C)/C(=N\OCOCCOC)[C@H](C)C(O)[C@]1(C)O (stereo partly specified)	/	-3%	/
COC(=O)NC(c1ccc2ccccc2c1)C(C(C)=O)C(=O)OC (stereo unspecified)	/	-4%	/
CC(=O)OCC(=O)[C@]1(O)C(C)CC2C3CCC4=CC(=O)C=C[C@@]4(C)[C@]3(F)C(O)C[C@@]21C (stereo partly specified)	/	-4%	/
O=C1O[C@H]2[C@@H](OC(O)[C@@H]2O)[C@H]1O (stereo partly specified)	/	-4%	/
CN1CC[C@@]23c4ccccc4N[C@H]1[C@]21CCN(C)[C@@H]3Nc2ccccc21	/	-4%	/
CCOC(=O)N/N=C1/C[C@@H](O)[C@@H](O)[C@@H]2[C@@H]3C(=O)N(C4CCCCC4)C(=O)[C@H]3CC[C@@H]12	/	1%	/

(cont.)
SMILES	D2 antagonist	Glioma ERSR ind	D2 ag
CC(C)OC(=O)C[C@H](NC(=O)OC(C)(C)C)c1ccccc1	/	-4%	/
CC1CC[C@@]2(C(=O)O)CCC3(C)C(=CCC4[C@]5(C)CC(O)C(O)[C@](C)(CO)C5C(O)C[C@@]43C)C2C1C (stereo partly specified)	/	-5%	/
COc1cc(-c2oc3cc(O)ccc3c(=O)c2O)ccc1O	/	6%	/
CC[C@H](C)[C@H](NC(=O)[C@H](Cc1ccc(O)cc1)NC(=O)[C@H](CCCNC(=N)N)NC(=O)[C@H](CCCNC(=N)N)NC(=O)[C@H](CC(C)C)NC(=O)[C@H](CCC(N)=O)NC(=O)[C@@H](NC(=O)[C@H](CCC(=O)O)NC(=O)[C@H](Cc1ccc(O)cc1)NC(=O)[C@H](CCC(N)=O)NC(=O)[C@H](C)NC(=O)[C@H](CCCNC(=N)N)NC(=O)[C@H](CCC(N)=O)NC(=O)[C@H](CCC(=O)O)NC(=O)[C@H](Cc1cnc[nH]1)NC(=O)[C@@H](NC(=O)[C@H](C)NC(=O)[C@H](Cc1ccc(O)cc1)NC(=O)[C@H](CC(=O)O)NC(=O)CNC(=O)[C@@H]1CCCN1C(=O)[C@H](Cc1ccc(O)cc1)NC(=O)[C@H](CCSC)NC(=O)[C@@H]1CCCN1C(=O)[C@H](CCC(=O)O)NC(=O)[C@H](CC(C)C)NC(=O)[C@@H]1CCCN1C(=O)[C@H](C)N)[C@@H](C)O)[C@@H](C)O)C(=O)N[C@@H](CC(N)=O)C(=O)N[C@H](C(=O)N[C@@H](CC(C)C)C(=O)N[C@H](C(=O)N[C@@H](CCCNC(=N)N)C(=O)N1CCC[C@H]1C(=O)N[C@@H](CCCNC(=N)N)C(=O)N[C@@H](Cc1ccc(O)cc1)C(N)=O)[C@@H](C)O)[C@@H](C)O	/	-3%	/
CC1O[C@@H](Oc2c(-c3ccc(O)c(O)c3)oc3cc(O)cc(O)c3c2=O)C(O)C(O)C1O (stereo partly specified)	/	-3%	/
CCCCCC(=O)c1cc(CC(C(=O)OC)C(=O)OC)cc2cc(OC)c(OC)cc12	/	-4%	/
C[N+]1(C)C[C@@H](O)C[C@@H]1C(=O)[O-]	/	-2%	/
O=C1[C@@H]2[C@H]3[C@H](O)[C@H](O)C/C(=N/OC[C@@H](O)COCc4ccco4)[C@H]3CC[C@H]2C(=O)N1c1ccc(F)cc1F	/	-2%	/
CC(=O)OC[C@H]1O[C@@H](O/N=C(\C)CCN2CCCc3nc(C)c(C)cc32)[C@H](OC(C)=O)[C@@H](OC(C)=O)[C@H]1OC(C)=O	/	-6%	/
CN(C)CC[C@@](O)(c1ccccc1)c1ccccc1Cl	/	-1%	/
CC1=C(/C=C/C(C)=C\C=C\C(C)=C\C=C\C=C(C)\C=C\C=C(C)\C=C\C2=C(C)C[C@@H](O)CC2(C)C)C(C)(C)C[C@H](O)C1	/	-10%	/
COC(=O)NC(c1ccc(Cl)cc1)C(C(C)=O)C(=O)OC (stereo unspecified)	/	-2%	/
COC(=O)CC1=COC2OCC3=CC[C@@H]1C32 (stereo partly specified)	/	-2%	/
COC(=O)NC(/C(C(=O)OC)=C(\C)NCc1ccccc1)c1cccc(F)c1 (stereo unspecified)	/	-4%	/
CC(C)=CCC/C(C)=C/CO/N=C1/C[C@@H](O)[C@@H](O)[C@@H]2[C@@H]3C(=O)N(c4cccc(Oc5ccccc5)c4)C(=O)[C@H]3CC[C@@H]12	/	-4%	/
CCCCC/C=C\C/C=C\C/C=C\C/C=C\CCCC(=O)C(F)(F)F	/	11%	/
OC[C@H]1NC[C@@H](O)[C@@H](O)[C@@H]1O	/	1%	/
C[C@]12O[C@H](C[C@]1(O)CO)n1c3ccccc3c3c4c(c5c6ccccc6n2c5c31)CNC4=O	/	-10%	/
NCCNC(=O)c1ccc(Cl)cc1	/	-3%	/
CC(=O)OCC1=C(C(=O)O)N2C(=O)C(NC(=O)Cc3cccs3)C2SC1 (stereo unspecified)	/	-6%	/

From PubChem

These rows are one share of the data; rates above refer to the full screens.
